# COUP-TFII inh: NR2F2 (human) inhibition, primary screen. AID 686940. inhibition, % at 8.6 µM. HEK293T NGFI-A luciferase reporter, luminescence. 370,000 compounds, 0.7% hits. P24468;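 active = inhibition above a per-plate cutoff, mean inhibition of test wells between control levels plus 3 SD, cut at about 38% in these data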;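 also: cells cotransfected with COUP-TFII expression vector driving the NGFI-A reporter; 0% = median of COUP-TF2 test wells and 100% = reporter-only cells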
# Target sequence (P24468 whole entry, looked up): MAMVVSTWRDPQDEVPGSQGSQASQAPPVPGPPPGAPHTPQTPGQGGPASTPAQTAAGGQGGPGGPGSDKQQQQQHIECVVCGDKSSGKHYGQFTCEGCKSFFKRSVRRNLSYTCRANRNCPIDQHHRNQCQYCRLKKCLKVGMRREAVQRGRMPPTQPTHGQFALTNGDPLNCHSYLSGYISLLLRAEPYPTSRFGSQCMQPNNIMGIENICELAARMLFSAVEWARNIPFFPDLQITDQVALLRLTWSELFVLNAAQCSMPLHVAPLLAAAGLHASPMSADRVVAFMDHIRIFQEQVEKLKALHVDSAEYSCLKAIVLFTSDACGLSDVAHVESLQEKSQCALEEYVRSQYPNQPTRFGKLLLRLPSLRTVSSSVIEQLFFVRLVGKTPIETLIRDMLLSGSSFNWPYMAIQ
# NOD2-RIPK2 inh: blocks binding of human NOD2 to RIPK2; O43353; CHO BLA complementation NOD2-RIPK2, CCF4 ratio; inhibition, % at 4.98 µM; 360,000 compounds, 0.38% hits; AID 624267; in the data active = inhibition above about 21%;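 also: 0% = vehicle only and 100% = reference blocker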
# Target sequence (O43353 whole entry, looked up): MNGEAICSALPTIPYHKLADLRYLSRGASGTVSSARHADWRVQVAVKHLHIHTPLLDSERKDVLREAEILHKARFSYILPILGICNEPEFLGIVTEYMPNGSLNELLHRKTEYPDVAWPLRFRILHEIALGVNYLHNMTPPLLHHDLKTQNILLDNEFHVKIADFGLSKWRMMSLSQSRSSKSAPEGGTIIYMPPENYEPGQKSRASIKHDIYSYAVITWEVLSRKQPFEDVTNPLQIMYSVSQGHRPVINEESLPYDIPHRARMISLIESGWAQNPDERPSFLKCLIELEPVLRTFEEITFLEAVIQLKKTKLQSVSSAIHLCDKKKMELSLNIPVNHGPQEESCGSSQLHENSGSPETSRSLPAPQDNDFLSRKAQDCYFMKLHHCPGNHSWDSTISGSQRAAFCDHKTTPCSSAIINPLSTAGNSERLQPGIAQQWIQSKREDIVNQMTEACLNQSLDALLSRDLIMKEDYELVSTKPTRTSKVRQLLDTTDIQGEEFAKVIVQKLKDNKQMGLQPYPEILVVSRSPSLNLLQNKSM
# SRC3 inh: inhibitors of human steroid receptor coactivator 3 (SRC3); Q9Y6Q9; HEK293 GAL4-SRC3 luciferase reporter, luminescence; inhibition, % at 3.6 µM; 360,000 compounds, 0.17% hits; AID 588352;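 active = inhibition above a per-campaign cutoff, the mean of all compounds plus 3 SD, cut at about 60% in these data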;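 also: 0% = DMSO-treated cells and 100% = gossypol-treated cells at 36 µM; higher means less SRC3-driven luciferase light from the GAL4 reporter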
# TROY signal inh: inhibitors of TROY-dependent NF-kB signaling. Q293 LMP1-TROYcd NF-kB luciferase reporter, 4 h. inhibition, % at 10 µM. 360,000 compounds, 0.98% hits;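 active = compounds whose plate-normalised and pattern-corrected inhibition of the luciferase reporter signal at the single screening dose is 50% or more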
# LMP1 NFkB inh: inhibitors of Epstein-Barr LMP1-induced NF-kappaB reporter; LMP1-induced NF-kappaB luciferase reporter cells, luminescence; inhibition, % at 12.5 µM; 350,000 compounds, 0.69% hits; AID 504558; in the data active = inhibition above about 41%;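 also: 0% = neutral control wells and 100% = reference inhibitor control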
# SRC2 inh: human SRC2 (NCOA2) inhibition; Q15596; HEK293 GAL4-SRC2 luciferase reporter, luminescence; 370,000 compounds, 0.17% hits; inhibition, % at 9 µM; AID 651957;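 active = inhibition above the mean inhibition of all tested compounds plus 3 SD, set per campaign, cut at about 52% in these data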;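 also: 0% = DMSO treated cells and 100% = cells given Gossypol at 36 µM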
# C8 TRAIL sens: sensitizes caspase-8 expressing cells to TRAIL | NB7+C8 cells + TRAIL, ATPlite viability luminescence | 360,000 compounds, 1% hits | inhibition (viability loss, TRAIL sensitization), % at 10 µM;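 active = compounds causing at least 50% loss of cell viability in the single-dose screen, relative to plate controls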
# TLR9-MyD88 block: inhibitors of human TLR9-MyD88 binding. CHO BLA complementation TLR9-MyD88, CCF4 FRET ratio. inhibition, % at 4.98 µM. 340,000 compounds, 0.21% hits;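 active = inhibition above the mean over all tested compounds plus 3 SD, cut at about 21% in these data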;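 also: 0% = DMSO only wells and 100% = clavulanate BLA inhibitor control wells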
# NCOA1 inh: inhibitors of human steroid receptor coactivator 1 (SRC1); Q15788; inhibition, % at 3.6 µM; HEK293 GAL4-SRC1 luciferase reporter, luminescence; AID 588354; 360,000 compounds, 0.12% hits;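 active = inhibition above the campaign mean plus 3 SD, with each screening campaign given its own cutoff, cut at about 60% in these data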;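 also: 0% = DMSO treated cells and 100% = gossypol at 36 µM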
# NR5A2 inv ag: inverse agonists of human LRH-1 (NR5A2); O00482; HEK293T StAR-luciferase reporter, LRH-1 transfected, 24 h; inhibition, % at 3.6 µM; 360,000 compounds, 0.13% hits; AID 602396;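 active = inhibition above the mean inhibition of all tested compounds plus 3 SD, cut at about 73% in these data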;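 also: 0% = DMSO wells and 100% = reporter-only cells lacking LRH-1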
# Vif inh: blocks HIV Vif function | 340,000 compounds, 0.35% hits | AID 602346 | HEK293T cells, Vif self-association by quenched fluorescence, imaging, 24 h | inhibition, % at 7.49 µM; in the data active = inhibition above about 50%, passing the limit was not always enough; also: some results filed as inactive read as strong as hits
# * = called active by the depositor; / = no result given.
# Every second line gives: COUP-TFII inh	NOD2-RIPK2 inh	SRC3 inh	TROY signal inh	LMP1 NFkB inh	SRC2 inh	C8 TRAIL sens	TLR9-MyD88 block	NCOA1 inh	NR5A2 inv ag	Vif inh
> CCc1cc(CNC(=O)c2cc(COc3ccc(C)nc3)on2)on1
 : -19	-10	-47	-39	-9	-45	-9	-10	-40	-48	12
> Cc1cc(Nc2ccccc2Cl)n2nnnc2n1
 : 2	-3	-29	2	-5	15	-2	-4	1	-10	15
> C=CCn1c(SCC(=O)NCc2cccs2)nnc1C1CCCCC1
 : -15	-11	9	-20	-3	26	9	3	4	10	1
> NC(=O)C1CCN(C(=O)CN2CCc3ccccc32)CC1
 : 3	-10	6	7	-9	-7	5	0	5	6	30
> O=C(CC1SC(N2CCCC2)=NC1=O)Nc1ccc(C(=O)NCc2ccc(F)cc2)cc1 (stereo unspecified)
 : -5	-18	-5	-23	-13	9	7	-3	-6	17	-2
> Cc1ccc(C)n1-c1nccc(-c2ccco2)n1
 : 8	5	14	-2	-4	-14	6	-3	0	-14	1
> Cc1cccc(N=Nc2c(N)n[nH]c2-c2ccc(Cl)cc2)c1
 : -7	10	-6	-6	-38	2	4	5	-12	1	2
> COc1cc(C(=O)Nc2cccc(-n3cnnn3)c2)cc(Cl)c1OC
 : 8	-5	-19	-4	9	-10	23	1	-21	-6	2
> O=C(CCN1CCOCC1)c1ccc(Cl)cc1
 : -6	4	9	-3	-4	-1	-12	3	-24	8	-2
> N#C/C(=C(/O)COC(=O)c1ccc2c(c1)OCCO2)c1nc2ccccc2[nH]1
 : -13	-1	-5	-13	-9	14	-12	1	-15	-9	-1
> CC(C)C(NC(=O)/C(=C/c1ccco1)NC(=O)c1ccc(Br)o1)C(=O)O (stereo unspecified)
 : 29	-2	-2	5	-12	-18	-26	3	4	7	11
> COc1cccc(/C=C/C(=O)Nc2ccc(N3CCOCC3)cc2)c1OC
 : -16	-2	-26	-27	5	-4	-7	0	-20	-41	0
> CN1CCN(CC(O)COc2ccc(OCC(O)CN3CCN(C)CC3)cc2)CC1 (stereo unspecified)
 : -1	3	-6	2	-4	-17	-3	2	-4	-10	5
> O=C(CSc1nc2c([nH]c3ccccc32)c(=O)n1-c1ccc(F)cc1)NCc1ccco1
 : -21	-8	-6	-28	-13	1	10	-9	1	24	13
> Cc1cc(C)nc(NS(=O)(=O)c2ccc(NC(=O)c3ccccc3[N+](=O)[O-])cc2)n1
 : 1	-13	3	-15	-8	7	7	-3	-2	-2	0
> CCOc1cc(C2C3=C(CC(C)(C)CC3=O)OC3=C2C(=O)CC(C)(C)C3)cc([N+](=O)[O-])c1O
 : 8	0	15	-13	5	10	-6	0	14	11	-2
> COc1cc(N/N=C/c2ccccc2O)ncn1
 : -26	-5	-46	-56	0	-13	25	-10	-57	-50	-7
> CC1Cc2ccccc2N1C(=O)c1ccc(N2CCCCC2)c([N+](=O)[O-])c1 (stereo unspecified)
 : 15	3	8	-15	6	-5	-7	5	-12	-23	-5
> CC(Sc1ccc(S(=O)(=O)N2CCN(C)CC2)cn1)C(=O)NC1CCCC(C)C1C (stereo unspecified)
 : 0	-1	11	7	-17	3	-6	-9	1	-12	0
> CN(c1cccc(NC(=O)COc2ccccc2)c1)S(C)(=O)=O
 : -14	-5	-45	-57	-14	-68	9	-6	-59	-55	3
> O=C(O)CC(Cc1ccc(Br)cc1)C(=O)O (stereo unspecified)
 : -4	-15	-1	-5	-4	-9	-6	-9	-12	0	/
> Cc1ccc(S(=O)(=O)N2CCCCC2)cc1
 : 13	0	6	8	-19	1	0	1	0	6	4
> COc1ccc(C(CC(=O)N2CCCC2)c2c(OC)cc(OC)c3ccc(=O)oc23)cc1 (stereo unspecified)
 : -2	5	2	5	0	-7	2	-2	-10	-2	-5
> Cc1cc(=O)nc2c3ccccc3n(C(C)C(=O)NCCN3CCOCC3)n12 (stereo unspecified)
 : -8	-11	-2	1	-2	9	7	-15	1	-11	-2
> CCOC(=O)CCCCCCCCC(=O)Nc1ccc(-n2[nH]c(=O)cc2C)cc1
 : 3	-4	-15	7	4	18	-4	-7	8	4	-12
> CCOc1ccc(C2C(C(=O)c3ccc(C)o3)=C(O)C(=O)N2CCN2CCOCC2)cc1OC (stereo unspecified)
 : 14	4	6	-12	-2	1	-7	8	7	5	-7
> COc1cc(/C=C/[N+](=O)[O-])ccc1OC(=O)c1cc2ccccc2oc1=O
 : 13	10	-8	53*	15	12	8	5	-10	15	6
> Cc1ccc(-n2c(C)cc3c2CC(C)(C)CC3=O)cc1C
 : 2	3	0	12	-2	0	0	-1	-3	5	-6
> O=C1c2cccc3cccc(c23)C(=O)N1CCN1CCN(CC(O)COc2ccccc2)CC1 (stereo unspecified)
 : -7	1	6	-1	-7	-3	-6	-5	0	-23	-7
> CCc1c(-c2cccc(Br)c2)ncn1Cc1cccc(-c2ccccc2)c1
 : -1	-7	/	/	/	0	-3	/	/	22	/
> CCCn1c(SCC(=O)Nc2nnc(C)s2)nnc1-c1ccoc1C
 : 0	-9	13	4	0	10	-17	-7	-44	16	-7
> O=C(CSc1nnc(-c2c[nH]c3ccccc23)n1-c1ccc(F)cc1)NCc1ccco1
 : -28	4	-10	-52	0	-32	-3	-6	1	-31	0
> CCCCn1c(N)c(N(CCC(C)C)C(=O)c2ccc([N+](=O)[O-])o2)c(=O)[nH]c1=O
 : -7	0	21	8	0	5	-2	1	0	8	-2
> CCOC(=O)C1(C)CCCCN1C(=O)c1ccc(F)c(C)c1 (stereo unspecified)
 : 6	-11	-16	-3	/	-4	-19	/	7	15	5
> Fc1cccc(/C=N/Nc2ccc(Cl)nn2)c1
 : -26	5	-41	-47	-10	-55	-3	23*	-26	-32	-17
> Cc1n[nH]c(C)c1CCc1nc2c3ccccc3nc(SCC(N)=O)n2n1
 : -2	-7	5	-17	2	-8	-22	-7	-4	8	-4
> CN1CCN(c2ccc([N+](=O)[O-])cc2C(=O)N2CCCCC2)CC1
 : 0	4	9	8	8	-35	0	3	-11	-16	7
> c1ccc(Cn2ncc3c(Nc4ccccc4)ncnc32)cc1
 : -21	7	10	-10	-1	4	-7	3	18	15	-6
> Nc1ccc2nc(CN3CCOCC3)[nH]c2c1
 : -4	-11	13	26	4	-15	-11	-4	-4	1	/
> O=C(Nc1cccnc1)c1cc(-c2ccccc2)on1
 : -8	1	23	-13	3	-2	8	1	-4	13	12
> CN(C(=O)CSc1nc(O)cc(=O)n1C1CCCC1)c1ccccc1
 : 2	-14	-4	-2	-5	-13	9	-2	-7	-27	-13
> O=C(NCC(c1cccs1)N1CCOCC1)c1ccc(Cl)cc1 (stereo unspecified)
 : 11	12	-5	-9	-2	-6	8	-4	1	-11	-1
> Fc1ccc(-c2cc(C(F)(F)F)nc(NCc3cccs3)n2)cc1
 : 3	-10	18	-16	1	29	5	-6	10	6	-2
> CC(=O)Nc1ccc(N=c2cc([N+](=O)[O-])cc(Cl)n2O)cc1
 : -16	-5	-15	-28	-2	7	4	6	-17	49	6
> COC(=O)Cc1c(C)c2ccc(OCC(=O)N(C)C)cc2oc1=O
 : 1	-4	-33	7	-2	-14	-3	-6	8	14	3
> c1n[nH]c(NC2=NCCC2)n1
 : -13	5	0	7	0	-2	-8	1	6	6	-4
> CCOc1cccc(CN2CCN(c3cccc(C(F)(F)F)c3)CC2)c1O
 : 9	-11	6	34	8	1	9	-3	-3	6	-8
> Cn1cc(C(=O)NCc2ccccc2F)cn1
 : -14	-4	16	1	2	-14	-10	-2	6	-16	4
> NS(=O)(=O)c1ccc(CCNC(=O)Nc2ccc(Cl)c(Cl)c2)cc1
 : 0	-14	11	2	-6	-11	14	-2	-7	10	4
> O=C(CN(C(=O)CNC(=O)c1ccco1)c1ccc(F)cc1)NC1CCCC1
 : 6	-2	18	14	5	-26	-19	-8	-12	18	4
> CCOC(=O)N1CCN(c2c(NCCc3ccc(C)cc3)c(=O)c2=O)CC1
 : 8	-7	-21	-2	2	-17	-3	5	9	-28	/
> Cc1cc(SCC(=O)OCC(=O)NCc2ccc3c(c2)OCO3)c(C)cc1Br
 : -8	1	16	-2	-12	7	-10	-10	-8	1	/
> CCOC(=O)c1sc2ncn(CC(=O)N(CC)CC)c(=O)c2c1C
 : 5	-6	0	3	9	-2	-7	-4	3	-45	1
> Cc1ccc2cc3c(nc2c1)OCC3
 : -8	-10	-8	-12	-5	-39	-1	-4	-8	-31	0
> Cc1ccc(NC(=S)NC(=O)c2ccccc2)cc1NC(=S)NC(=O)c1ccccc1
 : -13	6	-60	-14	-13	-35	14	0	-80	-37	-5
> O=[N+]([O-])c1cccc(N(CC2CO2)S(=O)(=O)c2ccccc2)c1 (stereo unspecified)
 : 1	-4	18	7	-5	-12	0	-4	-5	-16	-4
> CC(C)NC(=O)c1nc2ccccc2s1
 : -8	-3	-41	12	-9	-18	10	-1	-17	-15	7
> O=C1CC2(CCN(C(=O)COc3ccc(F)cc3)CC2)Oc2ccccc21
 : 4	5	7	-12	-5	4	-10	-3	-10	-8	-12
> COc1ccc(C(CNC(=O)c2cc3ccccc3o2)N2CCCCC2)cc1 (stereo unspecified)
 : -2	-4	12	11	-7	4	14	2	-1	-12	12
> COc1cccc(C(CC(=O)Nc2cccc3ccccc23)NC(=O)c2ccccc2)c1 (stereo unspecified)
 : -5	6	15	19	-2	0	2	2	-3	10	-7

# Additional entries follow:
# Every second line gives: COUP-TFII inh	NOD2-RIPK2 inh	SRC3 inh	TROY signal inh	LMP1 NFkB inh	SRC2 inh	C8 TRAIL sens	TLR9-MyD88 block	NCOA1 inh	NR5A2 inv ag	Vif inh
> CC1(C(=O)NS(=O)(=O)Cc2ccccc2)CCN1C(=O)C1(c2ccc(Cl)cc2)CCC1 (stereo unspecified)
 : 1	-2	-21	0	/	-21	-3	/	-10	-1	2
> CCN(CC)S(=O)(=O)c1ccc(N(C)C)c(NC(=O)CC(NC(C)=O)c2ccccc2)c1 (stereo unspecified)
 : /	-7	10	20	5	/	-4	-1	3	8	-1
> Nc1c(S(=O)(=O)c2ccccc2)cnc2c(-c3ccc(F)cc3)cnn12
 : -20	-2	-1	1	0	2	-1	-3	-17	4	0
> O=C(NCCCc1ccccc1)c1ccc(-n2cncn2)c([N+](=O)[O-])c1
 : -19	3	9	4	0	20	2	5	-10	5	-9
> COc1cc(NC(=O)CN(C)S(=O)(=O)c2ccc3nc(C)sc3c2)cc(OC)c1
 : -1	7	-1	9	0	-14	-3	-1	-4	-8	1
> Cc1ccc(C)c(OCCCNC2CCCC2)c1C
 : -7	-13	-3	-18	5	12	8	-6	7	9	-2
> COc1cccc2sc3ccc(NCCC4CCCN4C)cc3c(=O)c12 (stereo unspecified)
 : 3	8	-2	-5	-4	-40	7	5	-11	-12	-1
> CC1CCCN(C(=O)COc2ccc(-c3ccccc3)cc2)C1 (stereo unspecified)
 : 12	-2	-9	-48	2	-38	-2	16	1	-23	-11
> COc1cccc(CN2CCN(Cc3nc(-c4cccc(F)c4F)oc3C)CC2=O)c1
 : 22	-2	7	-4	17	-7	-5	10	-16	13	4

# Bioassay records: PubChem, several laboratories

# Not all compounds are listed. The share of hits here may be higher or lower than overall.
